Screens deposited in PubChem by several laboratories.
VHR inh abs: DUSP3 (human) phosphatase inhibition | P51452 | AID 1654 | recombinant VHR phosphatase, pNPP absorbance | inhibition, % at 13.3 µM | 0.52% of 290,000 active; in the data active = inhibition above about 50%; note: some compounds called inactive have numbers as strong as hits
Target sequence (P51452 whole entry, looked up): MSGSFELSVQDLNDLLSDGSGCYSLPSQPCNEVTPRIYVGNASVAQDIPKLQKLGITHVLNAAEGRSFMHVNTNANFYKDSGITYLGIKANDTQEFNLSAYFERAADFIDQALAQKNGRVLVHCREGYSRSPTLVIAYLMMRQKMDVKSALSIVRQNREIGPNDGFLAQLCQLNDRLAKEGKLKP
Vc quorum ag: quorum light induction in luxS cqsA deficient V. cholerae; V. cholerae BH1578 lux reporter, luminescence, 6 h; activation, % at 18.7 µM; 0.16% of 350,000 active; in the data active = activation mostly above about 9.7%, no sharp cut-off; note: not every result past the cut was called active; inactives centre near 0; reference of the scale not given here
Rv3671c inh: inhibitors of M. tuberculosis serine protease Rv3671c; 0.048% of 320,000 active; P9WHR9; inhibition, % at 5.96 µM; AID 2606; in the data active = inhibition above about 38%;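 note: extracellular domain of Rv3671c used as enzyme; 0% = enzyme with DMSO and 100% = no enzyme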
Target sequence (P9WHR9 whole entry, looked up, the tested form may be a part): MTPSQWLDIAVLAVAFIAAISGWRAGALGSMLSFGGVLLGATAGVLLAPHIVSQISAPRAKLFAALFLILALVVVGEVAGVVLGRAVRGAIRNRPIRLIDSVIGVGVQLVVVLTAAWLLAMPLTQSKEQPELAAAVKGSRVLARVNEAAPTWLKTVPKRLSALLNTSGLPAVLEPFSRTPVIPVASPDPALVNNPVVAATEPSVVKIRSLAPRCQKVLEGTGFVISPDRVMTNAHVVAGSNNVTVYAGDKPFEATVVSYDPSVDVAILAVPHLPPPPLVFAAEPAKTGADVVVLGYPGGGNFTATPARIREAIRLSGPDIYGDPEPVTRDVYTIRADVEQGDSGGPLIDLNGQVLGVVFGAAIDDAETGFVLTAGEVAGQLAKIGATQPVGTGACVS
Yp Topo-I inh: blocks Yersinia pestis topoisomerase I activity. Y. pestis Topo-I cleavage product accumulation, plate reader. activity, % at 10 µM. AID 504884. 0.064% of 360,000 active; in the data active = activity above about 50%, passing the limit was not always enough; note: inactives centre near 2
PfHsp40 yeast: compounds rescuing yeast from Plasmodium falciparum HSP40 toxicity; S. cerevisiae expressing PfHsp40, growth rescue, ATP luminescence; growth rescue, % at 12.5 µM; 0.68% of 340,000 active; AID 504582; in the data active = growth rescue above about 28%, passing the limit was not always enough;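 note: yeast W303a lacking pdr1 and pdr3 grown in galactose medium; growth measured after three days at 30 °C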
MazEF act: increases E. coli MazEF RNase cleavage of RNA; activation, % at 20 µM; P0AE70; 0.32% of 350,000 active; FAM/BHQ RNA-DNA oligo cleavage fluorescence, 5 h; in the data active = activation above about 50%
Target sequence (P0AE70 whole entry, looked up): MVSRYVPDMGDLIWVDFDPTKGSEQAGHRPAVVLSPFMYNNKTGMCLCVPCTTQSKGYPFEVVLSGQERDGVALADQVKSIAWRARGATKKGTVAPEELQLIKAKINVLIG
TcdB inh: inhibitors of Clostridioides difficile toxin B glycohydrolase | inhibition, % at 9.99 µM | P18177 | TcdB glycohydrolase enzymatic assay, plate reader | 0.24% of 350,000 active; in the data active = inhibition above about 10%
PriA SSB inh: inhibitors of Klebsiella pneumoniae PriA binding to SSB C-terminal tail | AID 1272365 | inhibition, % at 33 µM | 0.6% of 430,000 active | AlphaScreen SSBct-PriA binding, biotinylated peptide; in the data active = inhibition mostly above about 37%, no sharp cut-off; inactive = mostly below about 20%;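 note: plate controls were negative control peptide for no effect and reference peptide for full effect; strong numbers were not always called active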
Anthrax LF inh2: inhibitors of Bacillus anthracis lethal factor protease; P15917; multiplex microsphere protease cleavage assay, LF; inhibition, % at 10 µM; 0.12% of 360,000 active; AID 588501; in the data active = inhibition above about 30%; note: plate controls were buffer without enzyme for full effect and enzyme alone for no effect
3CLpro inhibitor: SARS-CoV 3CLpro protease inhibition; inhibition, % at 6 µM; AID 1706; recombinant SARS-CoV 3CLpro, quenched FRET peptide cleavage; 0.14% of 290,000 active; P0C6X7; in the data active = inhibition above about 12%
* marks the source's active call; other numbers are inactive results; i = inactive; . = not tested or not shown. These rows are one share of the data, so the mix of outcomes need not match the whole.

SMILES	VHR inh abs	Vc quorum ag	Rv3671c inh	Yp Topo-I inh	PfHsp40 yeast	MazEF act	TcdB inh	PriA SSB inh	Anthrax LF inh2	3CLpro inhibitor
CC12CC3CC(C)(C1)CC(C(=O)NCc1ccco1)(C3)C2	20	3.1	4	11	1.0	5	1.4	-7	-5	-1
O=C(NCc1nnnn1-c1cccc(F)c1)c1ccc(S(=O)(=O)N2CCOCC2)cc1	.	i	2	36	0.4	-5	1.1	-14	-9	.
COCCCN(C(=O)c1ccccc1)c1nc(-c2ccc(OC)cc2)cs1	-12	i	.	6	4.5	-3	0.9	-12	-10	0
COc1ccccc1C(=O)Nc1nnc(S(=O)(=O)N2CCC(C)CC2)s1	34	-0.3	-10	12	1.0	3	2.4	2	2	8
N#Cc1sc2nc(C3CC3)cc(-c3ccccc3)c2c1N	13	-0.7	1	17	1.0	6	1.6	-15	-1	4
CCCCN(CC)CCCNC(=O)c1cn(CC(C)C)c(=O)c2c1c1ccccc1n2C	27	-0.6	-7	2	-0.7	7	-0.1	10	4	0
Cc1ccc(O)c(-c2cc(C(=O)Nc3ccc(S(=O)(=O)Nc4nc(C)cc(C)n4)cc3)[nH]n2)c1	11	-0.3	-43	2	-0.8	-15	.	0	-1	4
O=C(CCNC(=O)c1ccc(Br)o1)NC1CCCC1	4	-2.6	2	6	0.3	0	.	-12	-2	-1
CC(C)(C)/C(COc1ccccc1[N+](=O)[O-])=N/O	-2	-0.4	6	-7	0.1	-4	2.3	.	-4	5
COc1cc(/C=N/NS(=O)(=O)c2ccc(C)cc2)ccc1OCc1ccc(C(=O)O)cc1	-6	-0.3	-2	1	0.3	3	.	.	-1	5
CCc1nc2c(OCC3CCCCC3)cccn2c1N(C)C(=O)c1ccc(OC)cc1	.	i	.	41	.	.	-0.6	.	-10	.
CCOC(=O)C1(CC2CCCCO2)CCN(C(=O)Nc2ccccc2)CC1 (stereo unspecified)	4	-0.2	-1	-1	1.5	-3	5.8	-14	1	4
CCCn1cc(SCC(N)=O)c2ccccc21	10	-0.2	-3	-6	-0.1	14	1.6	-2	-3	.
CC(NC(=O)C(Cc1ccccc1)NC(=O)c1ccccc1)C(=O)O (stereo unspecified)	23	i	-9	-5	0.2	2	.	-5	-1	-1
O=C(NCCOc1ccc(Cl)cc1)c1ccc2ccccc2n1	12	-0.2	-6	38	0.4	-5	-0.9	-2	2	0
CCOC(=O)N1CCC(Nc2c([N+](=O)[O-])cc(C(=O)O)cc2[N+](=O)[O-])CC1	24	0.8	2	1	2.0	11	0.6	2	-2	4
O=C(c1ccccc1)N1CCN(S(=O)(=O)N2CCCCC2)CC1	4	-0.9	-11	4	-1.1	3	.	3	-6	3
CCOC(=O)c1c(C)[nH]c(C)c1S(=O)(=O)N(C)CC(=O)NCc1ccc(F)cc1	-9	i	3	-5	-1.5	9	2.2	17	0	-2
Cc1cc(C(=O)OCC(=O)Nc2ccccc2F)c(C)n1C1CC1	.	5.9	.	-12	0.6	0	1.7	-3	-1	.
CCOC(=O)[C@@H]1[C@H]2COc3ccccc3[C@H]2N2C(=O)N(c3ccc(OC)cc3)C(=O)[C@]12C	5	-0.5	-8	2	-1.0	-1	2.2	-9	4	-1
Cc1ccc(-c2nc(CS(=O)CC(=O)NCc3ccccc3)c(C)o2)cc1 (stereo unspecified)	17	-0.2	-2	12	-0.6	8	-1.3	-4	-7	0
CCCNc1c(NS(=O)(=O)c2cccc(C#N)c2)c(=O)oc2ccccc12	5	-0.5	-1	-1	-0.1	6	2.4	-18	-2	-8
Nn1c(SCC(=O)Nc2ccccc2Br)nnc1-c1ccco1	-12	-0.2	10	2	-0.3	0	1.7	8	0	-4
COc1c(O)ccc2cnn(-c3ccccc3C)c(=O)c12	-6	i	-37	-4	-1.7	-1	.	-7	-7	3
Cc1cc2ncn(/N=C/c3ccc4c(c3)OCO4)c2cc1C	-4	-1.2	-1	21	3.2	5	0.9	.	-2	2
CC(=O)Nc1ccc(Br)c2ccccc12	11	i	5	-2	-0.7	4	0.4	-1	0	0
CCC(NC(=O)OC(C)(C)C)C(=O)Oc1cc(C)cc2oc(=O)c3c(c12)CCC3 (stereo unspecified)	21	-5.3	-1	3	-0.9	7	.	-12	0	-4
c1cc(CNCCc2ccc3c(c2)OCO3)ccn1	12	-0.3	7	-2	0.1	-25	-0.5	-11	0	-1
CCc1ccc(OCC(=O)NC(=S)Nc2ccc(S(=O)(=O)NC3CCCCC3)cc2)cc1	-6	-0.4	1	-2	-1.2	-1	.	-18	2	2
CC(=O)Oc1ccc(-c2cccc(C(=O)O)c2)cc1	-2	i	3	4	0.1	3	.	-14	-6	6
CCOC(=O)c1c(NC(=O)c2c(C(=O)O)cccc2[N+](=O)[O-])sc2c1CCCC2	2	i	-3	8	2.3	1	-0.8	-7	7	0
CN(C)/C=C(/C(=O)c1ccc(Cl)cc1)n1cncn1	20	-0.3	1	-5	-0.2	-3	1.1	8	-7	0
O=C1CCN(Cc2ccccc2)CCN1CCSc1ccccc1	20	i	-2	7	-2.0	5	-2.6	-8	2	-6
CCc1cccc(C)c1NC(=O)COC(=O)Cc1ccsc1	1	-1.1	6	0	0.4	-5	.	-5	-1	-2
COc1ccc(-c2ccc(C(=O)NCC3CCOCC3)c3occc23)c(C)c1	.	-0.4	.	20	.	.	1.5	.	-3	.
CN(Cc1cccs1)C(=O)Cn1cnc2ccccc2c1=O	13	-0.4	-11	8	0.8	-3	-0.3	-7	-2	-4

Limited to Yp Topo-I inh (three entries from above):
canonical_smiles	Yp Topo-I inh
CN(C)/C=C(/C(=O)c1ccc(Cl)cc1)n1cncn1	-5
CCc1ccc(OCC(=O)NC(=S)Nc2ccc(S(=O)(=O)NC3CCCCC3)cc2)cc1	-2
CCOC(=O)c1c(NC(=O)c2c(C(=O)O)cccc2[N+](=O)[O-])sc2c1CCCC2	8

Of the compounds above, two have two or more sulfur atoms:
SMILES	VHR inh abs	Vc quorum ag	Rv3671c inh	Yp Topo-I inh	PfHsp40 yeast	MazEF act	TcdB inh	PriA SSB inh	Anthrax LF inh2	3CLpro inhibitor
COc1ccccc1C(=O)Nc1nnc(S(=O)(=O)N2CCC(C)CC2)s1	34	-0.3	-10	12	1.0	3	2.4	2	2	8
CCc1ccc(OCC(=O)NC(=S)Nc2ccc(S(=O)(=O)NC3CCCCC3)cc2)cc1	-6	-0.4	1	-2	-1.2	-1	.	-18	2	2

(next part)
SMILES	VHR inh abs	Vc quorum ag	Rv3671c inh	Yp Topo-I inh	PfHsp40 yeast	MazEF act	TcdB inh	PriA SSB inh	Anthrax LF inh2	3CLpro inhibitor
COC(=O)Cc1cc(=O)[nH]c(/N=C(\N)Nc2ccccc2)n1	26	-0.5	2	3	0.5	0	.	.	-1	-1
O=C(COC(=O)c1ccc2[nH]c3c(c2c1)CCCC3)Nc1ccc(Cl)cc1Cl	-7	i	7	17	-0.4	-4	0.0	-7	0	-11
CC(C)N1CCc2c(sc(NC(=O)CCS(=O)(=O)c3ccccc3)c2C#N)C1	-3	-1.7	-1	1	-0.9	10	0.8	-8	-3	-4
CCOc1ccc(NC(=O)CN(C)C(=O)CC2OC(=O)c3ccccc32)cc1OCC (stereo unspecified)	.	i	-7	-4	-0.5	6	2.1	-4	-2	.
CC(C)CCNC(=O)COc1ccc2c3c(c(=O)oc2c1)CCC3	17	-0.3	-2	-1	0.7	-2	.	-7	5	3
COc1ccc(NS(=O)(=O)c2ccc3c(c2)OCCO3)cc1OC	3	-0.4	-2	3	-0.7	3	-1.8	-2	1	8
CCC(Sc1ccc2nnc(-c3cccnc3)n2n1)C(=O)O (stereo unspecified)	19	-0.1	5	8	2.6	1	0.3	0	-1	6
CCN1CCc2nc(NC(=O)c3ccc(S(=O)(=O)N(C)C)cc3)sc2C1	33	-0.1	0	-10	-0.6	5	2.2	-7	-1	3
CCCCC(=O)Nc1cccc(-c2nnc(-c3ccccc3)o2)c1	0	-3.3	-7	4	0.7	-14	.	-7	-4	-1
CC1CCCN(C(=O)COC(=O)C2CCN(S(=O)(=O)c3ccc(Cl)c(C(F)(F)F)c3)CC2)C1 (stereo unspecified)	.	i	-6	11	2.2	10	-2.4	6	0	.
CCOC(=O)C1CCCN(C(=S)Nc2ccc(C)cc2C)C1 (stereo unspecified)	16	-6.0	4	9	-1.8	2	.	-8	-1	3
O=C(c1cc(S(=O)(=O)N2CCOCC2)ccc1F)N1CCCc2ccccc21	-1	i	0	3	-1.1	0	.	1	4	-2
CN(C)CCNC(=O)c1sc2nc(-c3ccccc3)cc(C(F)(F)F)c2c1N	16	-0.3	3	-15	0.0	31	3.4	-6	7	-2
O=C(CS(=O)(=O)c1ccccc1)Nc1ccc(N2CCOCC2)cc1	22	0.6	-4	4	0.4	2	1.7	-1	-4	4
COc1ccc(NC(=O)CN2CCC(C(=O)c3ccc(C)cc3)CC2)c(OC)c1	25	-0.3	0	35	1.4	3	-0.2	7	3	-4
Nc1cc(N)nc(SCc2nnnn2-c2ccc(Cl)cc2)n1	4	-0.1	-3	-7	1.2	2	.	-7	-2	-6
CCN(CC)CCNC(=O)c1ccc(NC(=O)c2cc(S(=O)(=O)N3CCCCC3)ccc2C)cc1	.	0.5	4	-9	0.8	11	0.8	-13	0	.
COc1ccc(CNc2ncc(-c3ccccc3)n2C)c2ccccc12	11	0.6	11	7	0.8	22	-0.8	11	-1	-2
O=S1(=O)CCN(C2CCCCCCC2)CC1	.	i	.	9	.	9	0.3	.	-1	.
CC(=O)Nc1ccc(NC(=O)COc2ccc(S(=O)(=O)N3CCCC3)cc2)cc1	20	-0.2	5	-1	-0.1	8	3.8	-12	-1	-1
COC(=O)c1ccc(C(=O)OC)c(NC(=O)CSc2n[nH]c(N)n2)c1	.	i	0	3	-1.5	0	0.5	-8	1	.
CC(=O)c1ccc(NC(=O)Nc2cccc3ccccc23)cc1	26	i	.	0	-1.2	3	0.0	-1	2	1
C[N+]1(C2CCC3CCCC2C3O)CCCC1 (stereo unspecified)	-10	i	6	-4	0.2	-4	.	-2	0	2
Cc1cccc(COC(=O)CCCNC(=O)c2ccc(Cl)cc2)c1	.	i	10	24	77*	3	-0.4	-8	3	.
O=C(CSc1nnc(-c2ccncc2)n1C1CCCCC1)Nc1cccc(O)c1	36	i	0	12	-1.1	3	1.0	2	-3	4
O=C(COC(=O)C1Cc2ccccc2CN1C(=O)c1ccccc1)Nc1ccc(SC(F)F)cc1 (stereo unspecified)	-5	-0.2	-4	23	-0.8	1	0.3	-15	1	5
Cc1noc(C)c1C(=O)N(CC(=O)Nc1ccc(Cl)c(C(F)(F)F)c1)Cc1ccco1	.	-3.7	-7	6	0.8	0	0.4	0	-6	.
COc1ccc(/C=C2/S/C(=N/N=C3\CC4CCC3(C)C4(C)C)NC2=O)cc1 (stereo unspecified)	2	-0.4	-8	30	-1.0	0	.	.	0	2
O=C(COC(=O)C1CCN(S(=O)(=O)c2cccs2)CC1)Nc1ccc(F)c(F)c1F	.	i	.	1	-1.4	3	-0.8	-10	1	.
Cc1ccc2c(C)c(C(=O)N(C)C(C)c3ccncn3)oc2c1C (stereo unspecified)	-11	-3.4	-6	-2	-1.2	4	1.8	-22	-2	-3
CCOC(=O)CSc1nnc2c(n1)C1(C)CCC2C1(C)C (stereo unspecified)	3	-0.2	4	12	-0.3	3	.	-15	6	-4
O=C(COc1ccc(Br)cc1)Nc1ccc2c(c1)C(=O)NC2=O	16	-0.1	-17	3	-1.8	-17	0.3	2	-2	0
Cc1cc(C)c(NC(=O)CSCc2c(C)noc2C)c(C)c1	.	-1.4	0	0	-1.6	4	0.3	7	-7	.
Cc1ccccc1-c1nc(CN2CCC(C(=O)N3CCC(C(N)=O)CC3)CC2)c(C)o1	15	-0.2	1	10	0.3	-3	0.4	-11	-4	-4
CCN(CC)c1ccc(/C=N/NC(=S)NCc2ccccc2)c(O)c1	-4	-4.1	18	1	1.4	0	0.4	.	2	0
